GASC1 inh = inhibitors of GASC-1 (KDM4C) histone demethylase, primary screen, biochemical, single concentration HTS | GST-KDM4C 2-372, H3K9me3 peptide, LANCE TR-FRET | inhibition, % at 12.5 µM | Lysine-specific demethylase 4C (Homo sapiens), Q9H3R0 | 96,000 tested, 0.15% active;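 active = mean replicate inhibition above about 25%, with at least 55% of replicates also reaching it, limit read from the data, passing the limit was not always enough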
Target sequence (Q9H3R0 2-372 limits assumed): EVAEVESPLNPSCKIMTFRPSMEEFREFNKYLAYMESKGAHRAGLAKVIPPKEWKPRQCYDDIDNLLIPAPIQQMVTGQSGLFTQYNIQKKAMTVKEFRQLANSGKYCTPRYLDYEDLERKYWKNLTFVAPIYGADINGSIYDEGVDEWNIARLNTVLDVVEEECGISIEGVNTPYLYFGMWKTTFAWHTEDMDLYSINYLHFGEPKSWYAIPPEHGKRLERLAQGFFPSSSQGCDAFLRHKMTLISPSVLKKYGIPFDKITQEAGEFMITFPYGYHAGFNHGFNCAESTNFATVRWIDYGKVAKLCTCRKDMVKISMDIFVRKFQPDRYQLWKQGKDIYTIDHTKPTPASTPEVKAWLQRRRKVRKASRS
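Test system – GST-tagged GASC-1 (JMJD2C) catalytic fragment, aa 2-372 · Medium – HEPES buffer, pH 7.5, plus ascorbate · Reagent – H3K9me3 peptide with Fe(II)/2OG · Compound – one test concentration per compound · Timing – 30 min reaction, 60 min detection, RT · Technique – TR-FRET with Eu antibody and ULight streptavidin, EDTA stop · Read-out basis – inhibition from TR-FRET ratio decrease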
C diff growth = C. difficile growth inhibitors, primary screen, HTS; Clostridium difficile clinical isolate growth, OD600, 24 h; active compounds read low; growth activity, negative = inhibition, % at 16 µg/mL (by protocol); 86,000 tested, 0.25% active; AID 1259249, 2017;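 active = mean growth activity at or below -80% and every replicate also at or below -80%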;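 also: 0% = DMSO wells and -100% = levofloxacin 16 µg/mL wells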
Pf Dd2 inh = P. falciparum Dd2 growth inhibitors, primary screen, SYBR Green fluorescence, single dose replicates | 72 h; active compounds read low | activity change, % at 10 µM | 94,000 tested, 2.3% active; in the data active = activity change below about -80%
Tcruzi prolif = T. cruzi intracellular proliferation inhibitors, primary screen, cell-based, beta-gal Tulahuen parasites, NIH3T3 host, luminescence | T. cruzi beta-gal in NIH3T3, GalScreen luminescence, 90 h | 77,000 tested, 5.9% active | inhibition, % at 8.34 µM;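 active = mean inhibition above about 93%, with at least 55% of replicates each passing it, limit read from the data, passing the limit was not always enough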
An asterisk follows results filed as active; nt = no result given; & = joins results of further samples.

compound | GASC1 inh | C diff growth | Pf Dd2 inh | Tcruzi prolif
COc1cccc(-c2ccc3c(c2)[C@@H]2[C@@H](CCN2C(=O)C2CCCC2)[C@@H](CO)N3)c1 | 11 | -7 | -77 | nt
C[C@H](O)C#Cc1ccc([C@@H]2[C@@H](CO)N3CCCCN(C(=O)Nc4ccccc4)C[C@H]23)cc1 | 0.1 | -7 | -35 | 68
C[C@H]1CN([C@@H](C)CO)C(=O)c2cccc(NC(=O)Nc3ccc(C(F)(F)F)cc3)c2O[C@H]1CN(C)CC1CCCCC1 | -0.5 | nt | -62 | -30
C[C@H](CO)N1C[C@H](C)[C@H](CN(C)CC2CCOCC2)Oc2ncc(-c3ccc(C#N)cc3)cc2C1=O | -0.8 | 0 | 31 | 78
C[C@@H]1CN([C@H](C)CO)C(=O)c2cc(NC(=O)Cc3cn(C)c4ccccc34)ccc2O[C@@H]1CN(C)Cc1ccc(C(=O)O)cc1 | 0.3 | -5 | -2 | nt
CC(C)NC(=O)Nc1cccc2c1O[C@H](CN(C)C(=O)Nc1cccc3ccccc13)[C@H](C)CN([C@@H](C)CO)C2=O | -0.6 | -1 | -18 | 32
C[C@H](CO)N1C[C@H](C)[C@H](CN(C)C(=O)c2ccncc2)Oc2cc(/C=C/c3ccccc3)ccc2S1(=O)=O | -3.2 | -2 | 3 | 103*
CCCC#Cc1ccc([C@H]2[C@@H](CO)N3C(=O)CN(C(=O)Nc4ccccc4)C[C@@H]23)cc1 | 0.8 | 7 | -27 | nt
COc1ccc2c3c(n(C)c2c1)[C@H](CO)N(C(=O)Nc1ccc(F)cc1)CC31CN(C(=O)Nc2c(C)noc2C)C1 | -0.8 | -10 | -5 | nt
CC(C)NC(=O)N[C@@H]1CC[C@H](CC(=O)NCc2ccc(Oc3ccccc3)cc2)O[C@H]1CO | -0.5 | nt | 7 | -2
CN(C)C(=O)c1cccc(-c2ccc([C@@H]3[C@@H](CO)N4CCCCN(CCC(F)(F)F)C[C@H]34)cc2)c1 | -0.3 | 0 | -39 | -31
COc1ccc2c3c([nH]c2c1)[C@@H](CO)N(C(C)=O)CC31CN(C(=O)Nc2ccccc2F)C1 | 0.1 | 5 | -5 | nt
CC(=O)N(C)C[C@H]1Oc2cc(-c3cccnc3)ccc2S(=O)(=O)N([C@H](C)CO)C[C@H]1C | 0.9 | nt | 34 | -203
Cc1noc(C)c1S(=O)(=O)Nc1ccc2c(c1)C(=O)N([C@@H](C)CO)C[C@H](C)[C@@H](CN(C)Cc1ccc3c(c1)OCO3)O2 | -0.2 | 3 | -6 | -156
COCC(=O)N1C[C@H](C)[C@@H](OC)CN(C)C(=O)c2ccc(NC(=O)Nc3cccc(F)c3)cc2OC[C@@H]1C | 0.6 | -1 | 7 | nt
N#Cc1ccc(-c2ccc3c(c2)[C@H]2[C@H](CCN2C(=O)c2ccc(F)cc2)[C@@H](CO)N3)cc1 | -4.2 | 11 | -22 | 15
C[C@@H]1CN([C@@H](C)CO)C(=O)c2cc(NS(=O)(=O)c3cccs3)ccc2O[C@@H](C)CCCCO[C@H]1CN(C)C(=O)CCCN(C)C | -0.3 | 9 | 40 | -34
COC(=O)C[C@H]1C[C@H]2c3cc(NC(=O)Cc4ccncc4)ccc3O[C@H]2[C@@H](CO)O1 | -9.4 | -1 | 11 | -16
O=C(Nc1ccccc1)N1CC(=O)N2[C@@H](CO)[C@H](c3ccc(C#CC4CCCCC4)cc3)[C@@H]2C1 | -0.2 | -1 | -43 | nt
Cc1cccc(S(=O)(=O)N2C[C@H]3[C@@H](c4ccccc42)[C@H](CO)N3C(=O)C2CC2)c1 | 0.8 | 9 | -1 | 20
C[C@@H]1CCCCO[C@H](CN(C)S(=O)(=O)c2cccs2)[C@H](C)CN([C@@H](C)CO)C(=O)c2cc(NS(=O)(=O)c3cn(C)cn3)ccc2O1 | -1.6 | 0 | 11 | nt
C[C@@H]1CCCCO[C@@H](CN(C)C(=O)Nc2ccccc2)[C@H](C)CN([C@@H](C)CO)C(=O)c2cc(NC(=O)C3CCCCC3)ccc2O1 | -0.9 | 2 | -16 | 16
O=C(C[C@H]1CC[C@H]2[C@@H](COC[C@H](O)CN2CCC(F)(F)F)O1)NCc1ccc2c(c1)OCO2 | 0.1 | 13&-2 | -21 | 14
C[C@@H]1CN([C@H](C)CO)C(=O)Cc2cc(NC(=O)C3CCCCC3)ccc2O[C@@H]1CN(C)Cc1ccncc1 | 1.3 | 2 | -1 | 61
Cc1noc(C)c1S(=O)(=O)N(C)C[C@H]1Oc2ccc(NC(=O)Cc3cn(C)c4ccccc34)cc2CC(=O)N([C@@H](C)CO)C[C@@H]1C | 0.0 | -4 | -39 | 49
CN(C)C(=O)c1cccc(-c2ccc([C@@H]3[C@H]4CN(C(=O)C5CCC5)CCCCN4[C@H]3CO)cc2)c1 | 0.0 | -8 | 9 | 31
CCCN1C[C@H](C)[C@H](OC)CN(C)C(=O)c2cc(NC(=O)c3ccccc3)ccc2OC[C@H]1C | 0.9 | 2 | -8 | 21
COc1ccc(NC(=O)N(C)C[C@H]2Oc3cc(C#CCN(C)C)ccc3S(=O)(=O)N([C@@H](C)CO)C[C@@H]2C)cc1 | 2.0 | -3 | 7 | 67
COCC(=O)Nc1ccc2c(c1)C(=O)N(C)C[C@@H](OC)[C@@H](C)CN(C(C)=O)[C@@H](C)CO2 | 0.1 | 2 | 13 | -25
O=C([C@H]1[C@H](CO)[C@H]2Cn3c(cccc3=O)[C@@H]1N2CC1CC1)N1CCc2ccccc2C1 | 1.0 | -6 | nt | 108*

Additional entries:
smiles,GASC1 inh,C diff growth,Pf Dd2 inh,Tcruzi prolif
C[C@@H]1CN([C@@H](C)CO)C(=O)c2cc(N(C)C)ccc2O[C@@H](C)CCCCO[C@H]1CN(C)C(=O)c1ccccc1,5.3,-2,-15,89
CN1CCN(C(=O)C[C@H]2CC[C@@H]3[C@H](COC[C@@H](O)CN3C(=O)c3ccccc3F)O2)CC1,-0.4,-2&-11,nt,13
CC(C)NC(=O)N(C)C[C@H]1Oc2cc(C#Cc3ccccn3)ccc2S(=O)(=O)N([C@@H](C)CO)C[C@@H]1C,-0.2,-8,-53,-4
O=C(Cc1ccccc1)N1CC[C@H]2[C@H](CO)Nc3ccc(-c4ccccc4F)cc3[C@H]21,-1.0,3,20,111*
C[C@H](O)C#Cc1ccc2c(c1)O[C@@H](CN(C)C)[C@@H](C)CN([C@@H](C)CO)S2(=O)=O,-0.3,-3,45,-35
C[C@H](CO)N1C[C@H](C)[C@H](CN(C)Cc2ccc(C(F)(F)F)cc2)Oc2c(NS(C)(=O)=O)cccc2C1=O,8.0,2,-19,18
Cc1noc(C)c1S(=O)(=O)Nc1ccc2c(c1)C(=O)N([C@H](C)CO)C[C@H](C)[C@H](CN(C)CC1CCCCC1)O2,0.4,5,14,-3
COc1ccc(S(=O)(=O)N[C@H]2C=C[C@@H](CC(=O)NCCc3ccncc3)O[C@H]2CO)cc1,-0.9,4,2,-6
C[C@H]1CN([C@@H](C)CO)C(=O)Cc2cc(NC(=O)Nc3ccc(C(F)(F)F)cc3)ccc2O[C@@H]1CN(C)S(=O)(=O)c1cn(C)cn1,-0.5,-11,3,-5
COc1ccccc1-c1ccc(C2[C@H]3CNC[C@@H]2N3S(=O)(=O)c2ccccc2OC)cc1 (stereo partly drawn),-0.7,-7,-22,nt
CNC[C@@H]1Oc2ccc(NC(=O)CCCN(C)C)cc2CC(=O)N([C@@H](C)CO)C[C@H]1C,nt,4,53,nt
Cc1ccccc1-c1ccc2c(c1)O[C@H](CN(C)Cc1ccncc1)[C@H](C)CN([C@@H](C)CO)S2(=O)=O,2.4,-1,-55,97*
C[C@H]1CN([C@@H](C)CO)C(=O)c2cccc(NC(=O)CCCCCC(=O)Nc3ccccc3N)c2O[C@@H]1CN(C)C(=O)Nc1cccc2ccccc12,1.2,-5,-46,nt
O=C(CN1CCOCC1)NCC[C@H]1CC[C@H](NC(=O)c2ccccc2F)[C@H](CO)O1,1.0,nt,21,-15
CCC(=O)N(C)C[C@@H]1Oc2cc(-c3ccc(OC)cc3)ccc2S(=O)(=O)N([C@@H](C)CO)C[C@@H]1C,5.0,1,-73,nt
CNC[C@H]1Oc2ccc(N(C)C)cc2C(=O)N([C@@H](C)CO)C[C@@H]1C,nt,-2,8,-10
CCC(=O)N1CC2(CCN(Cc3ccccc3Cl)CC2)c2c([nH]c3cc(OC)ccc23)[C@@H]1CO,-2.0,-2,-57,nt
C[C@@H]1CN([C@@H](C)CO)C(=O)c2cc(NC(=O)Cc3ccccc3)ccc2O[C@@H](C)CCCCO[C@@H]1CN(C)C(=O)Nc1ccccc1,-0.3,nt,-52,25
Cc1cc(C(=O)Nc2cccc3c2O[C@H](CN(C)C(=O)NC2CCCCC2)[C@H](C)CN([C@H](C)CO)C3=O)n(C)n1,-2.9,-6,-2,52
Cc1cccc(S(=O)(=O)N(C)C[C@H]2OCc3ccccc3-c3c(n(C)c4ccccc34)C(=O)N([C@@H](C)CO)C[C@H]2C)c1,-0.1,nt,-85*,99*
O=C(C[C@H]1CC[C@H]2[C@@H](COC[C@H](O)CN2C(=O)c2cnccn2)O1)N1CCN(c2ccccc2)CC1,2.3,5&-6,45,20
C[C@H]1CN([C@@H](C)CO)C(=O)c2cccc(NS(=O)(=O)c3cn(C)cn3)c2O[C@@H]1CN(C)C(=O)Nc1ccc2c(c1)OCO2,0.8,nt,32,-84
O=C(c1cccc(F)c1)N1C[C@@H]2[C@H](c3ccccc31)[C@H](CO)N2C(=O)Cc1ccccc1,-2.3,1,1,-32
COc1cccc(S(=O)(=O)N(C)C[C@H]2OCc3ccccc3-c3c(n(C)c4ccccc34)C(=O)N([C@H](C)CO)C[C@H]2C)c1,-4.2,-1,-43,0
COc1ccc(CN(C)C[C@H]2Oc3ccc(NC(=O)Cn4cnnn4)cc3CC(=O)N([C@H](C)CO)C[C@@H]2C)cc1,11,-3,6,86
C[C@H](CO)N1C[C@H](C)[C@@H](CN(C)C(=O)Cc2cccnc2)Oc2ncc(-c3cccnc3)cc2C1=O,1.6,2,13,19
CCCNC(=O)N1CC2(C1)[C@H](c1ccccc1)[C@@H](CO)N2C(=O)c1ccncc1,-1.0,1,48,nt
O=C(NC1CCCCC1)[C@@H]1[C@@H](CO)[C@@H]2Cn3c(cccc3=O)[C@@H]2N1CC1CCCCC1,-0.7,9,-13,60
C[C@H](CO)N1C[C@H](C)[C@@H](CN(C)C(=O)Nc2ccc(-c3cccs3)cc2)OCc2cnnn2CCCC1=O,-1.7,nt,-15,-52
C[C@@H]1CN([C@H](C)CO)C(=O)c2cccc(NS(=O)(=O)c3cn(C)cn3)c2O[C@@H]1CN(C)S(=O)(=O)c1ccccc1,-3.3,-2,-21,18
CO[C@H]1CN(C)C(=O)c2cc(NC(=O)c3nc4ccccc4s3)ccc2OC[C@@H](C)N(Cc2ccncc2)C[C@@H]1C,nt,-7,nt,80
C[C@@H]1CCCCO[C@H](CN(C)S(=O)(=O)c2ccccc2)[C@H](C)CN([C@@H](C)CO)C(=O)c2cc(NC(=O)Nc3cccc4ccccc34)ccc2O1,0.8,1,-70,92
Cc1noc(C)c1S(=O)(=O)Nc1ccc2c(c1)C(=O)N([C@H](C)CO)C[C@H](C)[C@@H](CN(C)C(=O)NC1CCCCC1)O2,3.2,6,-9,-142

One compound at a time, from the list above. Values in the order: GASC1 inh	C diff growth	Pf Dd2 inh	Tcruzi prolif
`O=C(C[C@H]1CC[C@H]2[C@@H](COC[C@H](O)CN2C(=O)c2cnccn2)O1)N1CCN(c2ccccc2)CC1` across the screens: 2.3	5&-6	45	20
`O=C(Cc1ccccc1)N1CC[C@H]2[C@H](CO)Nc3ccc(-c4ccccc4F)cc3[C@H]21` across the screens: -1.0	3	20	111*
`O=C(CN1CCOCC1)NCC[C@H]1CC[C@H](NC(=O)c2ccccc2F)[C@H](CO)O1` across the screens: 1.0	nt	21	-15
`Cc1cccc(S(=O)(=O)N(C)C[C@H]2OCc3ccccc3-c3c(n(C)c4ccccc34)C(=O)N([C@@H](C)CO)C[C@H]2C)c1` across the screens: -0.1	nt	-85*	99*
